AMA1 RON2 block: disrupts binding of P. falciparum AMA1 to RON2; hit rate 0.2% among 360,000; AID 720542; Potency, µM (series often up to 58.2 µM), inactives show at the highest dose activity change, negative = inhibition, most hits filed as inhibitors; AlphaScreen AMA1-biotinylated RON2 peptide binding;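 further: potency means the concentration at half of the fitted maximal effect; 0% = vehicle wells and -100% = peptide control; nearly all actives have a fitted effect of over 45% in size; some results filed as inactive show a strong effect at the top dose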
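AMA1 (3D7) with his tag at 25 nM final met compounds first, then biotinylated RON2 peptide at 25 nM; detection used donor plus acceptor beads, 10 µg/mL apiece, read by AlphaScreen after 30 min at room temperature.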
AmpC no deterg: AmpC beta-lactamase inhibition without detergent. hit rate 0.52% among 330,000. P00811. AID 485341. Potency, µM (titrated, usually from 57.1 µM), inactives show at the top dose activity change, negative = inhibition, actives largely listed as inhibitors. AmpC nitrocefin hydrolysis, absorbance 480 nm, 0.0001% Triton;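 further: potency means the concentration at half of the fitted maximal effect; plate controls were no compound for no effect and no enzyme for full effect; nearly all actives have a fitted effect of over 20% in size; some results filed as inactive show a strong effect at the top dose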
Target sequence (P00811 whole entry, looked up): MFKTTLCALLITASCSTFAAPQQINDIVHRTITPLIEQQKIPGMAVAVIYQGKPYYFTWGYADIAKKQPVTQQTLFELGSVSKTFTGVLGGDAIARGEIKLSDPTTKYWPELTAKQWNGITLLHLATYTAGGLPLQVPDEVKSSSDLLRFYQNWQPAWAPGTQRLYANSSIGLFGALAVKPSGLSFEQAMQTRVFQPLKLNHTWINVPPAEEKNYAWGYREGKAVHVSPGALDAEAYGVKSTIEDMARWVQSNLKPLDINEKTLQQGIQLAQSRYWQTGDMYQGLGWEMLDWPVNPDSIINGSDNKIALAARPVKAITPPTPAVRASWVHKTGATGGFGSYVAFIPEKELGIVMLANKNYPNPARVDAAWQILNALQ
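AmpC (5.3 nM in the dispensed reagent) in 20 mM phosphate pH 7.0 with 0.01% (detergent screen) or 0.0001% Triton X-100 was preincubated with compounds for 15 min at room temperature. Nitrocefin was then added from an 800 uM solution, and hydrolysis was followed at 480 nm.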
Sm TGR block: S. mansoni TGR enzyme inhibition; Q962Y6; purified TGR, DTNB reduction, TNB absorbance 405 nm; Potency, µM (titrated, usually from 114 µM), for inactives: top-dose activity change, negative = inhibition, hits mostly inhibitors; hit rate 3% among 360,000; further: potency means the concentration at half of the fitted maximal effect; nearly all actives have a fitted effect of over 60% in size
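Kinetic colorimetric format: TGR-catalysed, NADPH-driven DTNB reduction monitored via TNB absorbance. Enzyme dispensed at 20 nM; compound exposure 15 min at room temperature before reaction start.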
AmpC inh detg: blocks E. coli AmpC beta-lactamase in detergent assay; P00811; hit rate 0.041% among 370,000; Potency, µM (series often up to 114 µM), without a hit: top-dose activity change, negative = inhibition, actives largely listed as inhibitors; AmpC hydrolysis of nitrocefin, absorbance 480 nm, 0.01% Triton;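 further: potency means the concentration at half of the fitted maximal effect; 0% = no-compound wells and -100% = no-enzyme wells; nearly all actives have a fitted effect of over 25% in size; some results filed as inactive show a strong effect at the top dose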
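20 mM phosphate pH 7.0 + 0.01% (detergent screen) or 0.0001% Triton X-100; 5.3 nM AmpC reagent; cpd preinc 15 min RT; nitrocefin (800 uM stock) to start; A480 q20 s × 4 min; Activity was normalised to no-enzyme and no-compound control wells.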
Giardia FBPA inh: Giardia lamblia aldolase inhibition. A8B2U2. purified Giardia FBPA. Potency, µM (series often up to 59.6 µM), for the others: at the highest dose activity, negative = inhibition, hits mostly inhibitors. hit rate 0.71% among 290,000. AID 2451; further: potency means the concentration at half of the fitted maximal effect; nearly all actives have a fitted effect of over 55% in size
Target sequence (A8B2U2 whole entry, looked up): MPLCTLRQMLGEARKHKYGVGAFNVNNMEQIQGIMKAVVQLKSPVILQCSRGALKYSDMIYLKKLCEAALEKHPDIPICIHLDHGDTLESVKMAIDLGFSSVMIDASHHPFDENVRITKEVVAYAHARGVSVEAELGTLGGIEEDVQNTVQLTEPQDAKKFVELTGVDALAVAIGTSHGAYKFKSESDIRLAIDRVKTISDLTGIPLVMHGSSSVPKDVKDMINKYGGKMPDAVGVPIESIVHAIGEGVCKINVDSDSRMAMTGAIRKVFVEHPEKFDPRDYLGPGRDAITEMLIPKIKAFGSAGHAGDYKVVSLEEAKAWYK
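Giardia FBPA (40 nM reagent) was preincubated 10 min at RT with compound (up to 57.5 uM final), then substrate plus GAPDH/TPI/NAD/arsenate coupling system with diaphorase/resazurin was added; resorufin fluorescence (525/598 nm) was read after 20 min.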
HCMV antiviral: blocks human cytomegalovirus replication | HFF cells, HCMV-luciferase reporter, 72 h; hits give low values | activity change, negative = inhibition, % at 57.5 µM | hit rate 4.5% among 410,000 | AID 1259415; in the data active means activity change below about -60%; inconclusive means no clear call, values can overlap the other calls; inactive means above about -39%
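After 16 h attachment at 37C, HFF cells received test compound and HCMV-luciferase (1 PFU/cell); reporter luminescence read 72 h later, data normalized against buffer-only and known inhibitor Salinomycin.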
* = called active by the depositor; u = inconclusive; x = no result given; & = joins results of further samples; ! = not active in a repeat; [ ] = dose if it differs, or a comment. Unless noted, the call rests on the fitted dose curve; in most records, active means well fitted curve in the direction sought with a large enough effect; inconclusive means small, poorly fitted or top-dose-only effect, or another doubt; inactive means no such curve, though single readings can be large; an effect the other way counts as inactive or inconclusive. Unless noted, on the % scale 0 is the no-effect control and ±100 the full control effect.

SMILES	AMA1 RON2 block	AmpC no deterg	Sm TGR block	AmpC inh detg	Giardia FBPA inh	HCMV antiviral
COC(=O)c1ccc(NC(=S)NCCc2ccccc2)cc1	-7%	-18%	-25%	-1%	3%	2
CCC(=O)NNc1ncnc2c1cnn2C	70%[activator]	-6%	4%	2%	-9%	133
Cc1cc(C)cc(NC(=O)CSc2nc(N)c(NC(=O)c3ccc(Br)o3)c(=O)[nH]2)c1	-12%	-26%	1%	u	x	-30
COc1cccc(OC)c1C(=O)Nc1ccc(N2CCN(C(=O)c3ccco3)CC2)cc1	6%	-3%	-5%	5%	4%	77
CCSc1nc2ccccc2n1Cc1cccc([N+](=O)[O-])c1	-9%	-24%	6%	3%	-9%	41
O=C(c1cc2c(s1)CCC2)N1C(=O)c2ccccc2S1(=O)=O	-1%	-7%	-12%	-16%	u	-36
CC(=O)C1=C(c2ccccc2)NC(=S)NC1c1cc(Cl)c(OC(C)C)c(Cl)c1 (stereo not drawn)	10%[11.6 µM]	u	-4%	-13%	4%	-31
COCCN1CCN(C(=O)c2ccc3nc(Cc4ccc(OC)c(OC)c4)oc3c2)CC1	-14%	77%[activator]	u	4%	x	-17
C=C1CCC[C@]2(C)C[C@H]3OC(=O)C(CNCC(OC)OC)[C@H]3CC12 (stereo partly drawn)	0%	35%	-20%	-13%	-9%	-30
Cn1cnnc1SCC(=O)NCCc1ccc(Cl)cc1Cl	2%	-13%	-6%	u	4%	9
COc1ccc(-c2cc(=Nc3ccc(C)cc3)c3ccccc3o2)cc1	-5%	-13%	9%	-5%	-11%	-12
COc1cc(OC)c(NC(=O)N2CCC(CN3CCCC3)CC2)cc1Cl	x	x	-5%	16%	x	-13
CC(C)=CCN1CCC(n2nccc2NC(=O)c2ccccc2Cl)CC1	0%	-8%	6%	-6%	x	13
O=C(Cn1cnc2ccccc2c1=O)N1CCOCC1	3%	-19%	6%	-15%	0%	27
O=S(=O)(Cc1ccccc1Cl)NCCOc1ccccc1	0%	-18%	-7%	-7%	15%	-23
O=C(CCn1c(=O)sc2ccccc21)Nc1cccnc1	-6%	-8%	50µM*	-2%	-5%	16
COCc1[nH]nc2c1C(c1ccnc3ccccc13)C(C#N)=C(N)O2 (stereo not drawn)	9%	-9%	67%[activator][11.4 µM]	4%	-2%	-21
CCOc1ccccc1N1CCN(C(=S)NC(=O)C23CC4CC(CC(C4)C2)C3)CC1	0%	-4%	0%	-17%	3%	-33
CCOC(=O)C1=C(C)c2ccccc2OC1(CC)C(=O)OCC (stereo not drawn)	7%	14%	x	x	-12%[89.2 µM]	6
Cc1ccc2c(=O)c(C(=O)c3ccc(F)cc3)cn(CC(=O)NCc3ccccc3Cl)c2n1	x	x	2%	20%	x	3
COc1cc(C(=O)NCCc2sc(-c3cccc(F)c3)nc2C)cc(OC)c1OC	x	x	1%	10%	x	15
COc1cccc(CN(C)C(=O)c2cc(-c3ccc(OC)c(OC)c3)nc3ccccc23)c1	5%	-22%	0%	-3%	x	18
C[C@@H]1NC(=O)c2cc([N+](=O)[O-])cc(I)c2NCC[C@@H](C(N)=O)NC(=O)[C@H](CC(N)=O)NC1=O	30%[activator]	-10%	-26%	-16%	-5%	x
CN(Cc1ccccc1F)C(=O)c1ccc(NS(=O)(=O)c2ccc3[nH]c(=O)[nH]c3c2)cc1	1%	-20%	-3%	u	x	-39
CN(C)/C=C1\C(=O)NN=C1C(F)(F)F	6%	-26%	-3%	4%	5%	-6

Part of the list above in order of length of the SMILES, ascending.
SMILES	AMA1 RON2 block	AmpC no deterg	Sm TGR block	AmpC inh detg	Giardia FBPA inh	HCMV antiviral
Cn1cnnc1SCC(=O)NCCc1ccc(Cl)cc1Cl	2%	-13%	-6%	u	4%	9
O=C(CCn1c(=O)sc2ccccc21)Nc1cccnc1	-6%	-8%	50µM*	-2%	-5%	16
CCOC(=O)C1=C(C)c2ccccc2OC1(CC)C(=O)OCC (stereo not drawn)	7%	14%	x	x	-12%[89.2 µM]	6
COc1cc(C(=O)NCCc2sc(-c3cccc(F)c3)nc2C)cc(OC)c1OC	x	x	1%	10%	x	15
Cc1ccc2c(=O)c(C(=O)c3ccc(F)cc3)cn(CC(=O)NCc3ccccc3Cl)c2n1	x	x	2%	20%	x	3

(continued)
SMILES	AMA1 RON2 block	AmpC no deterg	Sm TGR block	AmpC inh detg	Giardia FBPA inh	HCMV antiviral
Clc1ccccc1C1CC(c2ccccc2)Nc2ncnn21 (stereo not drawn)	-2%	40µM*	2%	u	-24%	-20
COc1ccc(C)cc1N(CC(=O)Nc1cccnc1)S(=O)(=O)c1ccc(C)cc1	15%	38%	-7%	-4%	-9%	-25
COc1cc(CO)c(OC)c([N+](=O)[O-])c1	-2%	-4%	-8%	-12%	-3%&0%	24
CCOc1ccc(CCNC(=O)c2ccc(-n3c(C)cc4c3CCC(C)C4)cc2)cc1OCC (stereo not drawn)	x	x	-10%	22%	x	u
O=C(Cc1ccc2cccnc2c1)c1ccc(O)cc1O	35%[activator]	-34%	-1%[11.4 µM]	-9%	14%	58
CC1=C/C(=C/N(C)c2ccccc2)C(=O)S1	0%	-29%	u	3%	-30%	-31
O=C(NCCc1ccccc1)C1CCN(C2CCN(Cc3ccco3)CC2)CC1	6%	214%[activator]	u	-6%	0%	-8
O=C(c1cccc(C(F)(F)F)c1)c1c[nH]c(C(=O)NCCCN2CCOCC2)c1	7%	16%	u	-11%	3%	51
COc1cccc(CN(C)C(=O)CCc2nnc(-c3ccsc3)o2)c1	7%	65%[activator]	-11%	-2%	u	46
Cc1ccc(N2C(=O)N(CC(=O)Nc3cccc(Cl)c3)C(=O)C2C)cc1 (stereo not drawn)	-25%	70%[activator]	-6%	u	x	-9
O=C(O)c1cccc(N2CCCCS2(=O)=O)c1	-3%	-22%	1%	-3%	6%	-100*
COc1ccccc1C(=O)Nc1cc2ccccc2oc1=O	14%	12%	-22%	3%	0%	x
Cc1cccc(/C=C/c2onc(C)c2S(=O)(=O)N2CCC(C(=O)N3CCCCCC3)CC2)c1	4%	131%[activator]	-12%	3%	-2%	-15
Cc1ccc(C(=O)c2c[nH]c(C(=O)NCCCN3CCOCC3)c2)cc1	0%	-10%	-14%	-6%	3%	6
Cc1ccc(C(NC(=O)NN2CCN(C)CC2)C(Cl)Cl)cc1F (stereo not drawn)	1%	40%	11%	-4%	-4%	19
COc1ccc(OCCCC(=O)ON=C(N)c2ccccc2C)cc1	20%	-10%	-4%	-8%	x	-25
Cc1ccc(N2CCN(C(=S)c3ccc(N(C)C)cc3)CC2)cc1	u	-31%	7%	-11%	-5%	-2
O=C(CSc1nc2ccc(Cl)cc2[nH]1)Nc1ccc2c(c1)CCC2	-5%	-25%	-2%	-5%	-12%	2
Cn1nc(C(=O)Nc2ccc(Cl)c(S(=O)(=O)N3CCOCC3)c2)c2ccccc2c1=O	0%	142%[activator]	2%	-1%	x	20
CCn1cc(CN2CCN(Cc3ccccc3)C(CCO)C2)c2ccccc21 (stereo not drawn)	32%[activator]	48%	-30%	0%	3%	102
COc1ccc(OCCC(=O)NCC23CC4CC(CC(C4)C2)C3)cc1	10%	81%[activator]	13%	-3%	3%	22
O=C1N[C@@H](Cc2c[nH]c3ccccc23)COC(=O)[C@@H](Cc2ccc(F)cc2)CC/C=C/C[C@@H]1CC(=O)N(CCO)Cc1ccccc1	-22%	74%[activator]	x	x	x	u
Cc1oc2ncn(CC(C)C)c(=O)c2c1C(=O)NCCCN1CCCCC1	x	x	-2%	3%	x	-9
CC(C)C(NC(=O)c1ccco1)C(=O)OCC(=O)N1CC(=O)Nc2ccccc21 (stereo not drawn)	14%	-3%	-4%	1%	x	-31
CC(=O)Nc1ccc(NC(=O)c2ccc(CSc3ccccc3)o2)cc1	-5%	-37%	6%	0%	5%	-14
SMILES	AMA1 RON2 block	AmpC no deterg	Sm TGR block	AmpC inh detg	Giardia FBPA inh	HCMV antiviral
O=C(Nc1ccc(Cl)cc1)Nc1ccc2c(c1)N1CCN=C1S2	u	2%	0%	u	-5%	u
COc1ccccc1CCNC(=O)C1CCN(c2nnc(C)c3c(C)n(-c4ccc(C)cc4)nc23)CC1	4%	111%[activator]	-6%&-4%	-4%&7%	20%	-93*!
Cc1ccc(CNC(=O)c2cccc(-n3cnnn3)c2)cc1	17%	-11%	-6%	-9%	13%	-34
Cc1c(NC(=O)NC(=O)c2ccc(F)cc2)c(=O)n(-c2ccccc2)n1C	3%	-16%	8%	u	8%	40
COc1ccc(C(=O)C2CCCN(C(=O)c3cc(C(C)C)no3)C2)cc1F (stereo not drawn)	-8%	51%	4%	-8%	-1%	0
CC(C)(C)OC(=O)N1CCC(c2c(C(=O)N3CCOCC3)cnn2-c2ccccc2Cl)CC1	x	x	2%	-3%	x	8
Cc1ccc(NC(=O)c2nc[nH]c2C(=O)Nc2ccc(C)cc2)cc1	26%	-18%	-32%	3%	8%	-25
Cc1cccc(N(CC(=O)NC2CCCCC2)C(=O)CCC(=O)Nc2nccs2)c1	-5%	215%[activator]	6%	u	u	1
O=C(O)CC1c2ccccc2CCN1S(=O)(=O)c1ccc(F)cc1 (stereo not drawn)	1%	21%	-13%	-3%	10%	17
COc1ccc(Cl)cc1NC(=O)N(C)Cc1c(C)nn(C)c1C	3%	-3%	0%	1%	0%	9
Cc1ccc(C(=O)NC(=S)N2CCN(C)CC2)cc1Br	126%[activator]	-8%	-23%	3%	u	44
Cc1ccc(S(=O)(=O)N2CC(=O)N3CCN(CCN)C3C2)cc1 (stereo not drawn)	140%[activator]	48%	x	x	x	-12
Cc1cc(C)cc(N(CCC#N)C(=O)CSc2nc3ccccc3c(=O)[nH]2)c1	-3%	2%	x	x	x	15
COc1cc(-c2cc3nc(C)c(C)c(=O)n3[nH]2)cc(OC)c1OC	-1%	-22%	7%	-5%	-13%	-5
Cc1ccc(-c2nonc2NC(=O)c2ccco2)cc1	-4%	-9%	-5%	0%	-1%	-34
Cc1c(C(=O)N2CCCCC2)nnn1-c1nonc1N	10%	-18%	2%	-4%	0%	-62*
CN(Cc1ccccc1)C(=O)CCS(=O)(=O)c1ccc2c(c1)oc(=O)n2C	-8%	-3%	-1%&-2%	0%&-9%	x	-18&-1
O=C(Nc1ccccc1)N1CCSc2cc(Cl)ccc21	1%	-19%	9%	-2%	-1%	10
Cc1nnc(SCC(=O)Nc2nnc(-c3ccccc3)o2)s1	-22%	-4%	-11%	-13%	x	-10
NNC(=O)C1CC(O)CN1S(=O)(=O)c1ccc(Cl)cc1 (stereo not drawn)	11%	2%	1%	-10%	0%	-11
Cc1ccc(NC(=O)Nc2ccccc2)c(Br)c1	-19%	-21%	6%	4%	6%	39
Cc1cn(S(=O)(=O)c2ccc(Br)cc2)cn1	0%	-11%	12%	u	-13%	10
CC(C(=O)c1ccccc1)n1cnc2ccccc2c1=O (stereo not drawn)	-2%	-22%	21%	4%	0%	10
CC1(C)CC2(CCO1)OC(=O)CC2C(=O)Nc1ccccc1Cl (stereo not drawn)	39%[activator]	-13%	7%	0%	-1%	-3
O=[N+]([O-])c1cccc(-c2ccc(C(=S)N3CCOCC3)o2)c1	u	-11%	x	-8%	u	37
